E coli growth: E. coli V3065 growth inhibition, primary screen, counter-screen for AddAB inhibitor project, absorbance, OD600; actives 0.27% (n = 330,000); 18 h; inhibition, % at 11.9 µM;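 active = inhibition above the campaign's mean inhibition across all tested compounds plus 3 SD, cut at about 9.9% in these data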;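 note: uninfected addAB+ strain grown without phage in ampicillin broth; 0% = DMSO wells and 100% = ciprofloxacin 0.95 µg/ml wells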
MOR-DOR inv ag: inverse agonists of MOR-DOR heterodimerization, primary screen, cell-based, luminescence; inhibition, % at 9.3 µM; cell-based MOR-DOR heterodimer luminescence, inverse agonism; actives 0.21% (n = 340,000); Mu-type opioid receptor (Homo sapiens) + Delta-type opioid receptor (Homo sapiens), …; in the data active = inhibition above about 22%, passing the limit was not always enough;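 note: 0% = cells with DMSO and 100% = wells without cells with DMSO; values of inactives mirror those of a sister screen read the other way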
HTR5A inv ag: HTR5A inverse agonists in luminescence cell assay, primary screen, counter-screen for OPRM1-OPRD1 heterodimer inverse agonist project, full-deck HTS; inhibition, % at 9.3 µM; 5-hydroxytryptamine receptor 5A (Homo sapiens), P47898; AID 504634, 2011; HTR5A cell line, inverse agonism; actives 0.083% (n = 340,000); in the data active = inhibition mostly above about 23%, no sharp cut-off; inactive = mostly below about 18%;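 note: 0% = cells with DMSO and 100% = no-cell wells with DMSO; some compounds called inactive have numbers as strong as hits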
Target sequence (P47898 whole entry, looked up): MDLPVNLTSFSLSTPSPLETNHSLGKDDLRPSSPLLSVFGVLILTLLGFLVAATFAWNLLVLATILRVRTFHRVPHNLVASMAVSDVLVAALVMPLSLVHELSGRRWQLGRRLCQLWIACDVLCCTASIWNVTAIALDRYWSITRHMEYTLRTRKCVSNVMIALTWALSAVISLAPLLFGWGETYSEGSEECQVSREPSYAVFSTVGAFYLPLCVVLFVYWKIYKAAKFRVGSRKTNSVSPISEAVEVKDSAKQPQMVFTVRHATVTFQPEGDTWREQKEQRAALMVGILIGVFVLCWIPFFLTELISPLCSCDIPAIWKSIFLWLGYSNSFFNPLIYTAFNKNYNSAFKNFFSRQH
Tat export inh: E. coli Tat export inhibitors, primary screen, MC4100, TorA-mCherry reporter, fluorescence, single point. inhibition, % at 10 µM. actives 0.036% (n = 340,000);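 active = mean replicate inhibition at least 50% and at least half of replicates individually reaching 50%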;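 note: exported cargo escapes ClpAP degradation while cytoplasmic cargo is degraded and loses fluorescence; 0% = median of neutral control wells and 100% = median of NaSCN control wells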
Mot1-301 SUMO: yeast Mot1-301 growth rescue at high temperature, primary screen, SUMOylation pathway inhibitor project, S. cerevisiae, ATP luminescence, 38.5C; actives 1% (n = 320,000); growth rescue, % at 18.8 µM; AID 2716, 2010; S. cerevisiae Mot1-301 growth rescue; percent above DMSO median, 100 means doubled;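 active = every valid replicate shows activation above 250% relative to neutral control wells; inactive = the rest, any valid replicate at or below 250%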;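 note: OY570 slx delta 5 strain wells were the positive control but not used for scaling; some compounds called inactive have numbers as strong as hits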
phage Ecoli inh: growth loss of phage-infected E. coli, primary screen, RecBCD inhibitor project, absorbance, with phage, HTS; inhibition, % at 11.9 µM; actives 0.26% (n = 360,000); AID 651602, 2012; in the data active = inhibition above about 11%
AddAB inh: growth inhibition of E. coli expressing H. pylori AddAB, primary screen, AddAB inhibitor project, absorbance. actives 0.29% (n = 330,000). inhibition, % at 11.9 µM. AID 435030, 2010; in the data active = inhibition above about 12%;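 note: 0% = vehicle wells of infected cells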
PKA-R1A act: activators of PKA-R1A holoenzyme, primary screen, biochemical, fluorescence polarization, Cy5-IP20, bovine R1A, mouse PKAc | activation, % at 11.4 µM | actives 0.083% (n = 340,000) | PKA-R1A dissociation; scaled: DMSO 0%, 113 µM cGMP 100%;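 active = percent activation above the mean of all tested compounds plus 3 SD, cut at about 19% in these data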;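 note: higher means more PKAc released from R1A so a rise in polarization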
MOR-DOR ag: agonists of OPRM1-OPRD1 heterodimerization, primary screen, cell-based, luminescence. activation, % at 9.3 µM. cells. AID 504326, 2011. actives 0.3% (n = 340,000). Mu-type opioid receptor (Homo sapiens) + Delta-type opioid receptor (Homo sapiens), …; in the data active = activation above about 18%;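 note: 0% = vehicle-treated cells and 100% = reference agonist; values of inactives mirror those of a sister screen read the other way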
PfHsp90 yeast 2: growth inhibition of PfHsp90-expressing yeast, primary screen, antimalarial PfHsp90 inhibitor project, S. cerevisiae, BacTiter-Glo luminescence, single point, set 2 | BacTiter-Glo ATP, 48 h; yeast lacking PDR1 and PDR3 efflux regulators | actives 0.32% (n = 310,000) | inhibition, % at 9.4 µM | AID 504621, 2011;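 active = every replicate shows inhibition above about 80%, whatever the replicate mean, limit read from the data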;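 note: 0% = DMSO neutral controls and 100% = 20 µM radicicol positive controls; yeast relying on Plasmodium falciparum Hsp90 in place of its own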
PKA-R2B act: activators of PKA-R2B holoenzyme, primary screen, biochemical, fluorescence polarization, Cy5-IP20, human. actives 0.079% (n = 340,000). cAMP-dependent protein kinase catalytic subunit beta (Homo sapiens) + cAMP-dependent …. PKA-R2B holoenzyme dissociation; R2B truncated from residue 108, S112A mutant; 0% DMSO only, 100% 113 µM cGMP. activation, % at 11.4 µM;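 active = activation above a cutoff set at the mean over all compounds plus 3 SD, cut at about 18% in these data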;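 note: higher means more holoenzyme dissociation and a rise in polarization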
Target sequence (P31323 whole entry, looked up, other chains not shown, the tested form may be a part): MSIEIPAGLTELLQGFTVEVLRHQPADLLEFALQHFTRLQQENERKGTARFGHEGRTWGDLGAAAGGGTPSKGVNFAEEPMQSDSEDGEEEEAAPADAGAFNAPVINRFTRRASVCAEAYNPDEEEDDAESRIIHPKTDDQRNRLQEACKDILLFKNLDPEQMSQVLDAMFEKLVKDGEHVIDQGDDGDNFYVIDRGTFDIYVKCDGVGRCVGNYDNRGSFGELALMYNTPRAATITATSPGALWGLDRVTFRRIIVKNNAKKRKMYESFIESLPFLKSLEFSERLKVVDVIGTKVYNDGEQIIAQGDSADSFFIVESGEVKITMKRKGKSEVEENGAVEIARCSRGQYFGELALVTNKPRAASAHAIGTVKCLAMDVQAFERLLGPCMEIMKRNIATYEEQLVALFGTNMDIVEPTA
* marks the source's active call; other numbers are inactive results; . = not tested or not shown.

compound | E coli growth | MOR-DOR inv ag | HTR5A inv ag | Tat export inh | Mot1-301 SUMO | phage Ecoli inh | AddAB inh | PKA-R1A act | MOR-DOR ag | PfHsp90 yeast 2 | PKA-R2B act
Cc1ccccc1NC(=O)N1CCCC(c2nc(-c3ccc(C(C)C)cc3)no2)C1 (centres undefined) | 1.4 | -14 | -7 | 12 | -19 | 0.6 | 1.2 | 1 | 2.7 | -4 | 2
Nc1ncc(Br)cc1S(=O)(=O)NCCC(=O)NCCc1ccccc1 | 1.4 | 2 | 18 | -4 | 260 | 1.9 | 0.9 | -12 | -0.5 | 3 | -8
CCOC(=O)C1(Cc2ccc(Cl)cc2)CCN(C(=O)c2cc(C)nc(C)n2)CC1 | -0.5 | 16 | -33 | -3 | -12 | 3.0 | 2.5 | -6 | -3.3 | 2 | 10
CN1CCN(c2ccc([N+](=O)[O-])cc2S(=O)(=O)N2CCOCC2)CC1 | -0.3 | 7 | -28 | -6 | 0 | -0.6 | -1.0 | -10 | -1.2 | -14 | -5
COc1ccc(CCNC(=O)c2cc(-c3cc(C)cc(C)c3O)n[nH]2)cc1OC | -1.9 | 2 | 12 | 9 | . | -2.3 | 0.3 | -8 | -0.3 | 4 | 0
COc1cccc(CNc2ncnc3ccc(-c4c(C)noc4C)cc23)c1 | -1.8 | 6 | -36 | -4 | -1 | 3.2 | -0.4 | 6 | -1.2 | . | -6
N#Cc1c(N)sc(=S)c2c1CCCC2 | -0.9 | 17 | 6 | 7 | . | 2.5 | -1.7 | -7 | -3.5 | -21 | 9
CC(C)(C)OC(=O)NCCc1nnc(SCC(=O)c2ccc(Cl)cc2)o1 | 0.8 | -5 | 11 | 0 | -2 | 0.3 | 2.2 | 12 | 0.9 | -7 | 5
CC(=O)Nc1ccc(NC(=O)c2c(C)nn(Cc3ccccc3Cl)c2C)cc1 | 1.4 | -33 | -25 | 0 | 9 | 3.1 | 1.1 | 11 | 4.0 | -9 | 3
Cc1ccc(C)c(S(=O)(=O)N2CCN(C(=O)[C@H](C)N3C(=O)C4CC=CCC4C3=O)CC2)c1 (some centres undefined) | 0.9 | 9 | 5 | -3 | 0 | -0.3 | 0.7 | 6 | -2.2 | 6 | 8
COc1ccc(OC)c(N/C=C/C(=O)c2ccccc2)c1 | 1.1 | 12 | 9 | -5 | -17 | 1.0 | 0.1 | 0 | -2.5 | -19 | 4
Nc1cc2c3ccccc3ccc2c2ccccc12 | . | -74 | 2 | -4 | . | 1.6 | . | 6 | 15 | . | 2
C/C(=N\NC(=O)c1ccc([N+](=O)[O-])cc1Cl)c1ccccc1 | -1.7 | 1 | 0 | 7 | 10 | 5.6 | 1.6 | -14 | -0.3 | -16 | -7
CCOC(=O)N1CCC(NC(=O)C2CCN(S(=O)(=O)c3cnc[nH]3)CC2)CC1 | 2.1 | 12 | 5 | -8 | 203 | 2.8 | 0.2 | -1 | -2.1 | 5 | -7
C[N+]1(CC(O)COc2ccccc2)CCN(C(=O)c2ccc([N+](=O)[O-])cc2)CC1 (centres undefined) | 0.0 | 8 | -8 | 4 | -7 | 2.5 | 2.0 | 5 | -1.5 | 12 | -1
O=C(Nc1ccc(OCC(=O)N2CCOCC2)cc1)Nc1cccc2ccccc12 | 0.7 | -5 | 17 | 8 | -16 | 1.8 | 0.9 | 5 | 0.9 | -1 | -4
COC(=O)[C@@]1(Cc2ccccc2)[C@H]2C(=O)N(Cc3ccccc3)C(=O)[C@H]2[C@H]2CN=C(SCc3ccc(Cl)cc3)N21 | -0.4 | 5 | -4 | -5 | . | 1.9 | -1.4 | -3 | -0.9 | -19 | -3
Cc1ccc(C(=O)Nc2cc3ccccc3oc2=O)cc1 | -1.1 | 10 | -16 | -6 | -17 | 2.8 | 3.1 | -11 | -1.8 | 0 | -4
Cc1ccc(N2N=C(C(=O)O)CCC2=O)cc1Cl | 2.5 | 7 | 8 | -11 | 116 | 1.4 | -1.4 | -5 | -1.2 | 5 | 2
COc1ccc(C(=O)NCc2cccnc2)cc1OC | -0.2 | 13 | 15 | -6 | -2 | 4.8 | 1.9 | 8 | -2.3 | 9 | 5
Cc1cc(SCC(=O)c2ccccc2)n2nc(C)nc2n1 | 2.6 | 8 | 2 | 15 | 162 | 1.1 | 0.9 | -2 | -1.6 | -1 | 2
COc1cc(/C=C2\SC(=S)N(NS(=O)(=O)c3ccc(C)cc3)C2=O)cc(OC)c1OC | -2.5 | 1 | 5 | 3 | 14 | 0.3 | -1.8 | -1 | -0.1 | -32 | 2
Cc1cccc(-c2noc(Cc3ccccc3)n2)c1 | -1.5 | -11 | -9 | 1 | -7 | 1.6 | -0.2 | -9 | 1.9 | -2 | 0
CC(=O)N/C(=C\c1ccccc1)C(=O)OCC(=O)Nc1ccc(C)c(S(=O)(=O)N(C)C)c1 | -2.6 | 19 | 2 | -3 | -10 | -2.6 | -3.2 | 4 | -5.0 | -1 | -8
CCN1CCN(C(=O)c2cc(COc3ccc(C(C)=O)cc3OC)on2)CC1 | 2.1 | 10 | -5 | 2 | -10 | 2.7 | 0.8 | 9 | -1.8 | -13 | -2

compound | E coli growth | MOR-DOR inv ag | HTR5A inv ag | Tat export inh | Mot1-301 SUMO | phage Ecoli inh | AddAB inh | PKA-R1A act | MOR-DOR ag | PfHsp90 yeast 2 | PKA-R2B act
COc1cc(C(=O)NCC(=O)N/N=C(/C)c2cccs2)cc(OC)c1OC | -1.6 | 11 | -4 | -2 | -11 | 2.5 | 1.5 | -3 | -1.7 | -17 | -8
Cc1ccc(Nc2c(-c3ccccn3)nc3cccc(C)n23)cc1 | 3.4 | 34* | -3 | -31 | -24 | 5.7 | 0.3 | -9 | -6.7 | -10 | 6
CC(=O)c1ccc(N2CCN(S(=O)(=O)c3cn(C)cn3)CC2)cc1 | -3.2 | 9 | 8 | 19 | 245 | -0.9 | 3.2 | -7 | -1.8 | 12 | -5
COc1ccccc1CNS(=O)(=O)c1cc2c3c(c1)CCC(=O)N3CCC2 | 2.1 | 18 | 6 | 2 | -12 | 0.6 | 1.8 | -2 | -3.6 | 6 | -5
O=C(CSc1ccc2nnc(-c3ccccn3)n2n1)Nc1ccc2c(c1)OCO2 | 78* | 21 | 5 | -9 | -1 | 1.1 | 97* | 0 | -4.0 | 6 | -3
C=C[C@@H]1c2c(F)cccc2N(S(=O)(=O)c2ccc(C)cc2)[C@H](c2ccc(C(=O)OC)cc2)C1(C#N)C#N | 1.4 | -50 | 7 | -3 | 0 | 4.1 | 2.5 | -8 | 8.9 | -8 | -3
O=C(Nc1cccc(Cl)c1)Nc1nnc(CC2=CCCCC2)s1 | -2.5 | -27 | 7 | 0 | 14 | 2.3 | 0.0 | 3 | 3.7 | 1 | 1
O=C(CSc1n[nH]c(-c2ccco2)n1)Nc1ccc(F)cc1 | 0.8 | -14 | -27 | 0 | 14 | 1.9 | 3.1 | -4 | 1.6 | -1 | -3
CCNC(=O)CP(=O)(c1ccccc1)c1ccccc1 | 1.2 | 13 | 15 | -4 | 10 | 3.1 | 3.6 | 6 | -3.1 | -16 | 1
CCc1ccc(C2C(C#N)=C(N)N(N(C)C)C3=C2C(=O)CCC3)s1 (centres undefined) | -1.8 | -10 | 9 | 1 | -15 | 1.6 | -1.6 | 1 | 1.7 | -2 | 0
O=C(/C=C/c1ccc(Cl)cc1)c1ccc([N+](=O)[O-])o1 | 1.7 | -38 | -13 | -9 | 48 | 3.4 | 2.5 | -7 | 6.9 | . | 8
CC(C)CCN1CCN(Cc2cccc3cccnc23)CC1CCO (centres undefined) | -1.1 | 4 | -3 | 2 | 6 | 2.2 | 1.0 | -5 | -0.9 | 24 | -1
O=C(NCc1ccc(F)cc1)Nc1ccccc1 | 0.0 | 15 | 15 | -1 | -3 | 1.5 | -1.8 | 5 | -3.0 | -11 | 12
O=C(CSc1ccc(-c2ccc(F)cc2)nn1)NCC1CCCO1 (centres undefined) | -1.1 | 15 | -2 | -1 | 5 | 0.5 | 0.0 | 1 | -3.2 | -1 | 7
CCc1ccccc1NC(=O)c1ccc([N+](=O)[O-])s1 | 1.8 | -15 | -3 | 3 | -20 | 3.4 | 1.4 | -6 | 3.0 | 16 | -18
CC(C)NC(=O)N(C)C[C@H]1Oc2ccc(NC(=O)Nc3ccccc3)cc2C(=O)N([C@@H](C)CO)C[C@@H]1C | 2.5 | 14 | -7 | 4 | 0 | 3.0 | 6.3 | 2 | -2.4 | 13 | 5
NS(=O)(=O)c1cccc(NC(=O)COC(=O)/C=C/c2ccco2)c1 | 2.1 | -7 | 11 | 32 | 7 | 2.0 | 2.6 | -7 | 1.2 | -5 | -6
C=CC[C@@H](CC(=O)N(CCO)Cc1ccccc1)C(=O)N[C@H](COC(=O)[C@@H](CC=C)CC(=O)OC(C)(C)C)Cc1ccccc1 | -5.9 | -12 | -3 | 26 | . | -0.6 | -2.2 | -17 | 2.5 | -8 | 0
CCOC(=O)c1c(NC(=O)CN2C(=O)C(=O)N(CC(C)C)C2=O)sc(C)c1CC | -1.3 | 3 | 10 | -8 | 80 | 3.8 | 0.6 | -5 | -0.6 | -4 | -5
CC1CCCCN1CCn1cnc2c([nH]c3ccccc32)c1=O (centres undefined) | 0.5 | 13 | 6 | -2 | -9 | 1.8 | -2.4 | -10 | -2.2 | -12 | -7
CCOC(=O)c1cc(NC(=O)NC2CCCCC2)c(C)nc1C | -2.3 | -5 | 8 | -4 | 43 | -1.4 | 2.2 | 10 | 0.6 | 35 | -5
Cc1c(C(=O)NCCC2=CCCCC2)oc2ccc(S(=O)(=O)N3CCC4(CC3)OCCO4)cc12 | -1.3 | -25 | -16 | 2 | 7 | 2.5 | 3.1 | -12 | 4.6 | 21 | -7
CC[C@@]1(C(=O)OC)N[C@H](CN(C)C(C)=O)[C@@H]2C(=O)N(Cc3ccccc3)C(=O)[C@@H]21 | -3.9 | 10 | 5 | -3 | . | 1.2 | 2.0 | 4 | -2.1 | -11 | -4
COc1ccccc1CC(NC(C)=O)C(=O)NC1CCN(C(=O)Nc2ccccc2C)CC1 (centres undefined) | -2.5 | 16 | -14 | -1 | 9 | 0.1 | 1.2 | -5 | -3.0 | 11 | 2
CCCCCn1c(C(C)NC(=O)CCC)nc2ccccc21 (centres undefined) | 3.3 | 8 | -22 | -1 | -4 | 0.9 | -2.1 | 1 | -1.4 | 8 | 3
CN1/C(=C/C(=S)NC(=O)C2CCC2)C(C)(C)c2ccccc21 | 0.8 | 11 | 31 | -7 | -1 | -0.3 | 1.4 | -1 | -2.5 | -38 | 4
